FID counter – compounds displacing fluorescent DNA intercalator, primary screen, artefact control for HCV NS3 helicase inhibitor project, biochemical, FID fluorescence; hit rate 0.17% among 290,000; inhibition, % at 7.9 µM; DNA fluorescent intercalator displacement; in the data active means inhibition above about 37%;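 further: 0% = vehicle and 100% = reference compound; higher means more ethidium bromide displaced from hairpin DNA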
VIM-2 inh – VIM-2 metallo-beta-lactamase inhibitors, primary screen, biochemical, epi-absorbance readout, Pseudomonas aeruginosa enzyme. purified VIM-2, nitrocefin hydrolysis, epi-absorbance fluorescence. inhibition, % at 5.6 µM. hit rate 0.89% among 290,000. AID 1527, 2009;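 active means inhibition above the mean of all tested compounds plus 3 SD, cutoff set per screening run, cut at about 7.5% in these data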;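 further: red hydrolysis product quenches plate fluorescence so inhibitors raise well fluorescence; 0% = enzyme with DMSO and 100% = DMSO without enzyme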
MEKK3 PB1 HTS – modulators of MEKK3-MEK5 PB1 binding, primary screen, biochemical, wildtype MEKK3, multiplex bead flow cytometry, Alexa488-MEK5. bead-based flow cytometry, Alexa488-MEK5 binding to MEKK3; actives lie on both sides; 0 = blocked by unlabeled MEK5, 100 = vehicle. binding response (% of control), % at 10 µM. hit rate 1.4% among 290,000. AID 1529, 2009;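 active means binding response more than 3 SD above or below the average of its plate-row segment, actives on both sides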;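 further: Alexa488 bead fluorescence after subtracting the streptavidin-only scavenger bead signal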
IDE act – human IDE activators in live cells, primary screen, fluorescence polarization, HEK cells, FAbeta-B substrate. Insulin-degrading enzyme (Homo sapiens), P14735. FAbeta-B cleavage; 0% vehicle, 100% cell-free pure enzyme wells. activation, % at 5.96 µM. hit rate 0.073% among 340,000. AID 493087, 2011;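 active means activation above the mean of all tested compounds plus 3 SD, set per screening campaign, cut at about 17% in these data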
UBC9 SUMO inh – inhibitors of in vitro SUMOylation cascade, primary screen, biochemical, HTRF, uHTS | SUMO-conjugating enzyme UBC9 (Homo sapiens), P63279 | HTRF SUMOylation assay, SAE1/SAE2 + UBC9 | inhibition, % at 35 µM | hit rate 0.36% among 290,000; in the data active means inhibition above about 50%, passing the limit was not always enough; further: strong numbers were not always called active
p-CIP stab down – p/CIP-EGFP fusion destabilizers, primary screen, fluorescence, F442A cells; Q05BA5; 16 h; decrease of EGFP signal, % at 10 µM; hit rate 0.01% among 290,000; AID 1984, 2009;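 active means EGFP signal decrease of at least 30% at 10 µM or well 3 SD below plate mean, unless failing retest; inactive means the rest, including hits failing retest or dose response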; further: some compounds called inactive have numbers as strong as hits; many of its hits are not listed in these tables
Target sequence (Q05BA5 1-1403): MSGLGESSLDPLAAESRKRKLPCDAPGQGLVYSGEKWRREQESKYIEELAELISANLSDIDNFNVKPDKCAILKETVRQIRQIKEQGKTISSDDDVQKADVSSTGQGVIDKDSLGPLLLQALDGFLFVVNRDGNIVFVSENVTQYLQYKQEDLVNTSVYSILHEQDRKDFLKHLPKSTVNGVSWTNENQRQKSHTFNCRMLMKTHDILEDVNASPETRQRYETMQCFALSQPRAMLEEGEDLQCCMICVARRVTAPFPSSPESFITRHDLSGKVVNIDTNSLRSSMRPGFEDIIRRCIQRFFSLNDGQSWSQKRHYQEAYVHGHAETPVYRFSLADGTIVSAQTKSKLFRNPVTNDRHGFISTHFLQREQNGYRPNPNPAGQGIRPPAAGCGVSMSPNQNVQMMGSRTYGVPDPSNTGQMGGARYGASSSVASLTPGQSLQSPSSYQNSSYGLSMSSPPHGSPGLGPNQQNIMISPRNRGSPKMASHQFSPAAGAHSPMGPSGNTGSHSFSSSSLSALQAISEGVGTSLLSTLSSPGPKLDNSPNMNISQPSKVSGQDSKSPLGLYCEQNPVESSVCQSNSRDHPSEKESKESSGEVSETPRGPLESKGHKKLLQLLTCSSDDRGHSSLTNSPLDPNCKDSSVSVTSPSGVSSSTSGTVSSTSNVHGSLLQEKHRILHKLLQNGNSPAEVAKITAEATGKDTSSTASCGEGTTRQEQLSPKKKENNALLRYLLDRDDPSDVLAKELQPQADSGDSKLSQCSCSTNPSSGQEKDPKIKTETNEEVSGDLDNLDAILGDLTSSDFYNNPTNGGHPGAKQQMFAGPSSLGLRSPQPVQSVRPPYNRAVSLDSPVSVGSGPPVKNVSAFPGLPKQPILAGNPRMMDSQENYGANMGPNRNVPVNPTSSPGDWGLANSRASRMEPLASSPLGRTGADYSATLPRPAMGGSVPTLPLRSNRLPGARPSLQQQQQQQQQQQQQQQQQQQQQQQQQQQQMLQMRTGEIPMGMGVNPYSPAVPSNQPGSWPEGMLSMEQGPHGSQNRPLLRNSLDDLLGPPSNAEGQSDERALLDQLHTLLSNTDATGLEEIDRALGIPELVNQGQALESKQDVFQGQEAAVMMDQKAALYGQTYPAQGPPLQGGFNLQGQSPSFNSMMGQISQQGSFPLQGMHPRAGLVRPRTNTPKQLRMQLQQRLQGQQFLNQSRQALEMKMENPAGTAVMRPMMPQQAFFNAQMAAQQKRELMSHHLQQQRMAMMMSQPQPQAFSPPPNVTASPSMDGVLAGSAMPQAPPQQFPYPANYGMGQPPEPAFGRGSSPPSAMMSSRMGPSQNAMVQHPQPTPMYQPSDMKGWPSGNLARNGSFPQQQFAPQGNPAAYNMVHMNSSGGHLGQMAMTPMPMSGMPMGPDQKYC
IMP-1 inh – IMP-1 metallo-beta-lactamase inhibitors, primary screen, biochemical, epi-absorbance readout, Pseudomonas aeruginosa enzyme. metallo-beta-lactamase IMP-1 (Pseudomonas aeruginosa). purified IMP-1, nitrocefin hydrolysis, epi-absorbance fluorescence. inhibition, % at 5.6 µM. hit rate 0.45% among 290,000. AID 1556, 2009;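 active means inhibition above the mean plus 3 SD of all compounds in the same screening run, cut at about 4.5% in these data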;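 further: 0% = IMP-1 with DMSO and 100% = DMSO wells lacking enzyme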
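Assay system: purified IMP-1; Quantity: IMP-1 0.2 nM before substrate addition; Medium: HEPES buffer pH 7.1 with ZnSO4 and Brij 35; Incubation: 15 min enzyme–compound preincubation, then 25 min nitrocefin reaction, 25 °C; Signal: fluorescence quenching readout, ex 480/em 530 nm; Controls: DMSO with and without IMP-1; Repeats: singlicate testing.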
NS3 helicase inh – inhibitors of HCV NS3 helicase, primary screen, biochemical, Cy5 molecular beacon fluorescence; Hepatitis C virus NS3 helicase; NS3 helicase DNA unwinding; inhibition, % at 10.9 µM; hit rate 0.56% among 290,000;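 active means inhibition above the mean of all tested compounds plus 3 SD, set per campaign, cut at about 35% in these data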;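 further: 0% = DMSO wells and 100% = thioflavine S control wells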
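Assay system – hepatitis C virus NS3 helicase domain fragment enzyme · Buffer or medium – MOPS pH 6.5, MgCl2, DTT, Tween20, BSA · Reagent – Cy5/quencher beacon DNA duplex and ATP to start · Compound – single 10.9 µM dose · Timing – 1 h at 25 °C · Technique – Cy5 beacon fluorescence read at start and 1 h · Measure – % inhibition of unwinding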
PHOSPHO1 block – PubChem AID 1565. recombinant PHOSPHO1, absorbance phosphatase assay. Phosphoethanolamine/phosphocholine phosphatase (Homo sapiens), Q8TCT1. inhibition, % at 13.3 µM. hit rate 1.1% among 290,000; in the data active means inhibition above about 60%
Active calls of the source: *; / = no result given. A portion of the library. The share of hits here may be higher or lower than overall.

compound,FID counter,VIM-2 inh,MEKK3 PB1 HTS,IDE act,UBC9 SUMO inh,p-CIP stab down,IMP-1 inh,NS3 helicase inh,PHOSPHO1 block
O=C(NC(=S)Nc1ncccn1)c1ccc(F)cc1,-6.7,-0.6,95.0,3.8,0.1,-5.5,-3.9,13.6,10.2
O=C(/C(=C/O)N=Nc1ccccc1)c1ccco1,-1.2,2.8,100.0,-0.9,10.7,2.5,-1.5,6.4,20.3
COc1cccc(-n2ccnc2SCC(=O)Nc2cc(OC)ccc2OC)c1,-22.3,-2.2,94.0,-1.7,-12.9,-3.0,-1.2,-8.2,55.2
O=C(Nc1cccc(C(F)(F)F)c1)c1ccc(Cn2cc(Br)cn2)o1,-12.6,-0.5,110.0,-6.5,-20.9,-5.2,-3.0,-12.6,3.9
O=C(Nc1ccc(-c2nc3cccnc3s2)cc1)c1ccc(Br)o1,5.2,-4.8,109.0,8.6,23.9,-9.1,-2.9,3.4,-2.3
CCn1c(O)c(N=NC(=O)c2ccc(CSc3nncn3C)cc2)c2ccccc21,-36.0,1.7,95.0,3.2,-5.0,-21.5,-3.2,-8.3,-29.7
O=C(CN1CCN(S(=O)(=O)c2ccc3ccccc3c2)CC1)N1CCc2ccccc2C1,-8.5,-4.8,103.0,8.9,-11.8,-1.8,-4.0,-1.9,26.0
CCOc1nc(CC)nc(NC(=O)NS(=O)(=O)c2ccccc2Cl)n1,-1.7,-1.7,98.0,-4.8,32.9,-15.5,-1.7,4.2,6.8
Cc1noc(C)c1COC(=O)CCCOc1ccc(Cl)cc1Cl,-13.2,-0.3,106.0,-2.2,8.5,-17.4,-2.5,-10.2,15.6
OCC1(CO)COC(CCc2ccccc2)=N1,-1.6,-2.8,99.0,-0.2,7.9,-14.2,-2.6,4.9,/
CCN(Cc1ccccc1OC)CC1CCCN(CCc2cccc(OC)c2)C1 (stereo unspecified),11.5,-1.7,116.0,3.3,-1.4,9.1,-2.8,-11.4,44.4
CC(=O)OC(C(=O)NCS(=O)(=O)c1ccc(C)cc1)c1cccnc1 (stereo unspecified),-8.4,-1.7,98.0,3.8,9.1,-7.4,1.2,1.1,6.6
COc1ccc(N2CC(C(=O)N[C@@H](CC(C)C)C(=O)NC3CCCC3)CC2=O)cc1 (stereo partly specified),-30.8,-1.7,100.0,5.3,-0.4,8.2,-3.4,2.2,54.3
CCCCOc1ccc(C(=O)NCc2ccncc2)cc1,-3.9,-0.8,105.0,2.4,4.6,-6.1,-3.4,0.8,-6.0
CC(C)(C)NC(=O)C(c1ccncc1)N(CC1CCCO1)C(=O)Cn1nnc(-c2ccc(F)cc2)n1 (stereo unspecified),-6.5,0.5,100.0,1.9,9.6,-8.5,-0.9,4.2,27.9
Cc1ccn2cc(CCNC(=O)CC(C)(C)C)nc2c1,0.7,-0.8,102.0,-0.8,12.6,4.3,-0.4,-16.3,6.3
Cc1ccc(OCCn2ccnc2)c(C)c1,1.7,-2.5,99.0,8.0,-0.4,-9.3,-2.5,7.7,/
CCCc1nc2oc3c(OC)ncnc3c2c2c1COC(C)(C)C2,-4.8,-1.6,99.0,-0.7,-9.7,1.5,-4.6,-1.5,-2.6
CC1(C)Cc2nc3sc(C(N)=O)c(N)c3cc2CO1,-5.9,-2.0,101.0,-3.0,2.9,-12.9,-4.9,-1.0,37.1
COc1ccc(C2C(=O)N(C3CCCCC3)CC(=O)N2CCc2ccccc2)cc1OC (stereo unspecified),-26.6,-2.5,99.0,-0.4,-12.0,0.3,-6.1,-0.6,20.7
Cc1ccc(-n2nnnc2SCn2nnc3ccccc3c2=O)cc1,-11.3,-4.2,95.0,0.3,15.1,-14.5,-2.9,1.1,21.0
Cc1cc2cc(CNC(=O)c3cccc([N+](=O)[O-])c3)ccc2[nH]1,-4.2,-0.3,65.0,-9.0,-11.6,0.1,-3.2,-1.7,-13.5
CCn1c(CN2CCOCC2)nnc1SCC(=O)Nc1ccc(C(C)=O)cc1,-17.3,-1.6,111.0,-21.0,12.7,-4.0,-3.4,3.8,47.6
COCCn1nnnc1C(c1cccs1)N1CCN(c2ccccc2)CC1 (stereo unspecified),-25.9,-3.8,101.0,-2.0,-3.8,-13.1,-3.7,7.4,12.6
CCN(CC)c1ccc(N2C(=O)/C(=C\c3cccnc3)SC2=S)cc1,-0.4,-0.1,106.0,5.7,-12.9,-5.4,-1.1,7.0,20.3
Cc1ccccc1C(=O)c1c[nH]c(C(=O)NCCCn2ccnc2)c1,14.4,-1.4,106.0,1.6,-8.1,17.4,3.7,-19.4,17.7
CCCCNC(=O)NNC(=O)COc1cccc(C)c1C,-4.9,-0.8,112.0,3.3,-4.5,-1.6,-3.3,-1.4,-21.2
CC[C@@H](C(=O)n1nc(C)cc1C)[C@H](NS(=O)(=O)c1ccc(C)cc1)c1ccccc1,1.3,-3.5,102.0,0.9,-16.5,-3.8,-2.0,3.4,-6.7
O=C(O)C1CC(=O)N(c2ccc(Br)cc2)C1 (stereo unspecified),-5.7,-0.7,92.0,-2.1,5.1,16.4,-5.8,3.5,17.3
COCCCn1c(SCc2nnc(-c3ccccc3)o2)nc2sc3c(c2c1=O)CCC3,-8.6,-4.7,110.0,2.1,1.3,-4.6,-1.5,7.3,36.6

In another format: entries from further up
Sequence of screens – FID counter	VIM-2 inh	MEKK3 PB1 HTS	IDE act	UBC9 SUMO inh	p-CIP stab down	IMP-1 inh	NS3 helicase inh	PHOSPHO1 block
> CC(=O)OC(C(=O)NCS(=O)(=O)c1ccc(C)cc1)c1cccnc1 (stereo unspecified)
  -8.4	-1.7	98.0	3.8	9.1	-7.4	1.2	1.1	6.6
> COc1ccc(N2CC(C(=O)N[C@@H](CC(C)C)C(=O)NC3CCCC3)CC2=O)cc1 (stereo partly specified)
  -30.8	-1.7	100.0	5.3	-0.4	8.2	-3.4	2.2	54.3

(cont.)
compound,FID counter,VIM-2 inh,MEKK3 PB1 HTS,IDE act,UBC9 SUMO inh,p-CIP stab down,IMP-1 inh,NS3 helicase inh,PHOSPHO1 block
Cc1ccc2c(c1)N(CC(=O)N1CCOCC1)C(=O)CO2,-4.7,-2.1,99.0,-1.4,-8.0,5.4,-2.2,-11.8,-13.3
Cc1ccc(OC(=O)CCC(=O)NC(C)c2ccccc2)cc1 (stereo unspecified),-12.7,-1.7,97.0,-3.5,-2.5,-1.5,-0.9,-2.4,-35.4
CCOC(=O)CN(C(=O)CSc1nnc(CNc2ccc(F)cc2)o1)c1ccccc1,-20.5,-4.3,106.0,-1.9,16.6,-9.6,-4.4,7.0,-11.0
COc1ccc(CCN2C(=O)CC(C(N)=O)SC2=Nc2ccccc2)cc1OC (stereo unspecified),-24.8,-2.4,97.0,2.9,12.8,-1.7,-2.2,1.8,11.4
CC(C)C[C@H](NC(=O)c1nc[nH]c1C(=O)NC(c1ccccc1)c1ccccc1)C(=O)OC(C)(C)C,-27.3,-4.4,108.0,-1.6,-66.3,-29.4,-3.6,10.2,-11.8
O=C(NCCCC(NC(=O)OCc1ccccc1)C(=O)O)OCc1ccccc1 (stereo unspecified),-37.5,-0.3,101.0,3.7,0.0,-4.0,-1.9,5.3,-25.6
COc1ccc([N+](=O)[O-])cc1/C=N/NC(=O)c1nonc1N,10.8,-1.3,92.0,0.0,4.4,2.2,0.2,-1.0,15.9
Cc1cccc(NC(=O)N[C@@H](C)C(=O)O)c1,-1.1,-1.2,73.0,-1.8,-0.5,-14.7,-3.3,-4.9,-0.5
Cc1cc(NC(=O)CSc2ccc3nnc(-c4ccc(Cl)cc4)n3n2)no1,-2.6,1.4,106.0,7.1,16.3,-5.9,1.0,-6.2,9.1
CS(=O)(=O)N(CC(=O)N1CCN(Cc2ccc3c(c2)OCO3)CC1)C1CCCCC1,-22.6,-2.5,104.0,3.8,6.7,0.1,-1.7,1.3,48.2
CC(C)(C)c1ccc(C(=O)NC(=S)N2CCOCC2)cc1,-22.8,-3.9,100.0,0.0,-0.4,-11.7,-4.3,14.3,-89.0
CC(C)[C@H](NC(=O)Nc1cccc(Br)c1)C(=O)O,0.5,-2.6,106.0,-0.7,19.1,-9.3,-2.6,-0.4,1.9
COc1ccc(C(=O)NN2CCCCC2)cc1OC,-0.1,-1.1,89.0,-1.0,6.5,-0.1,0.4,-6.8,18.6
COc1ccc(N2CCN(C(=O)CCCn3c(=S)[nH]c4cc5c(cc4c3=O)OCO5)CC2)cc1,1.9,-4.5,98.0,-9.2,19.5,-14.5,-6.3,8.2,41.1
COc1cccc(NC(=O)C2C3C=CC4(O3)C2C(=O)N(CCCN2CCCCC2)C4C(=O)NC2CCCCC2)c1 (stereo unspecified),4.6,-4.7,101.0,2.4,-5.3,-14.4,-4.7,-1.1,4.1
Cc1nn(-c2cccc(Cl)c2)c2nc(-c3ccco3)cc(C(=O)O)c12,24.1,1.0,104.0,5.2,41.3,-0.6,-3.5,-3.0,21.0
COC(=O)c1ccccc1NC(=O)CN1CCc2ccccc2C1,-23.1,-1.7,105.0,0.0,1.4,5.2,-3.9,-3.4,13.9
Cc1cccc(C(=O)N2CCCC(N3CCN(c4ccccc4)CC3)C2)n1 (stereo unspecified),-15.1,-0.8,100.0,4.6,-0.6,0.9,-1.8,0.9,27.9
COc1cc(-c2nc(S(=O)(=O)c3ccc(Cl)cc3)c(N(C)C)o2)cc(OC)c1OC,5.2,-1.9,97.0,-0.9,-4.0,5.7,-2.2,-8.8,-20.8
Cc1ccc(S(=O)(=O)NC(=O)c2cc(C)n(CCCN3CCOCC3)c2C)cc1,-1.6,-3.0,/,0.9,-3.7,-0.5,-2.2,3.7,12.5
COc1cccc(/C=N/N(C)C2=NS(=O)(=O)c3ccccc32)c1O,-10.7,9.5*,102.0,1.2,14.2,-11.2,-2.3,4.1,/
Cc1ccc(C#N)c(SCc2ccccc2[N+](=O)[O-])n1,2.5,-0.4,101.0,3.9,6.1,-1.9,-3.4,6.7,3.2
COc1ccc(C(=O)/C(=C/O)N=Nc2ccc(F)cc2)cc1,-5.7,-2.0,95.0,1.3,5.1,-1.5,-0.4,14.7,36.7
CN(CCCC1CCCC1)C(=O)CC1C(=O)NCCN1Cc1ccc(F)cc1 (stereo unspecified),-31.1,-1.5,101.0,-3.4,-10.0,-9.8,-0.8,-30.6,32.7
CC1(C)C(C=C(Cl)Cl)C1C(=O)Nc1ccc(S(=O)(=O)Nc2ncccn2)cc1 (stereo unspecified),-33.6,-3.4,105.0,1.0,10.2,0.8,-2.3,-5.6,36.2
